Gli-Sufu antag = blocks Gli-Sufu signaling in a luciferase reporter. Sufu-KO-LIGHT fibroblasts, Gli luciferase reporter luminescence. inhibition, % at 5 µM. 0.74% of 340,000 active. AID 588413;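 active = inhibition above about 55%, limit read from the data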;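 also: 0% = DMSO-treated cells and 100% = wells with medium but no cells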
CCR6 antag = blocks CCL20-driven beta-arrestin recruitment at human CCR6. P51684. CHO-K1 CCR6 PathHunter beta-arrestin, luminescence, CCL20-stimulated. inhibition, % at 20 µM. 0.49% of 340,000 active;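 active = compounds whose inhibition of the agonist-driven luminescence signal at 20 µM reaches about 50%, limit read from the data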;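 also: cells stimulated with CCL20 at 14 nM final; plate controls were DMSO with CCL20 for no effect and DMSO without agonist for full effect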
EBI2 antag = EBI2 (human) antagonism. P32249. EBI2 beta-arrestin recruitment, luminescence, 7a,25-OHC stimulated. inhibition, % at 5 µM. 0.81% of 360,000 active; in the data active = inhibition above about 38%;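 also: enzyme fragment complementation signal reports receptor beta-arrestin coupling in cells; 0% = agonist plus DMSO wells and 100% = wells without agonist; some results beyond the cut were filed as inactive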
APJ antag = blocks the human apelin receptor APJ; AID 2521; P35414; 0.32% of 330,000 active; inhibition, % at 20 µM; CHO-K1 APJ beta-arrestin complementation, luminescence;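 active = inhibition above about 40% at 20 µM, limit read from the data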;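 also: cells challenged with 10 nM apelin-13 agonist together with compound; plate controls were apelin-13 plus DMSO wells for no effect and DMSO wells lacking apelin-13 for full effect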
Target sequence (P35414 whole entry, looked up): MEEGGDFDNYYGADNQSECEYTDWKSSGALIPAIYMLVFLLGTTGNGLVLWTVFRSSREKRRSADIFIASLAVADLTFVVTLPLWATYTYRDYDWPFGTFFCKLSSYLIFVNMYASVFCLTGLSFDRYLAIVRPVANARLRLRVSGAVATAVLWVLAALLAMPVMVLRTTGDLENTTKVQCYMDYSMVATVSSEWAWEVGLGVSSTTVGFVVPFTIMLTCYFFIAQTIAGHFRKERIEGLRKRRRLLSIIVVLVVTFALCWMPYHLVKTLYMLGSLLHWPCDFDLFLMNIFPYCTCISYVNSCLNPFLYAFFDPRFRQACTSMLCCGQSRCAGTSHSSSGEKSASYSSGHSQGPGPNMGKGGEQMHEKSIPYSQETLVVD
CXCR6 block = CXCR6 (human) receptor inhibition | O00574 | inhibition, % at 20 µM | 0.36% of 360,000 active | AID 602244 | CHO-K1 PathHunter CXCR6 beta-arrestin, luminescence; in the data active = inhibition above about 34%, passing the limit was not always enough;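 also: antagonist mode with CXCL16 agonist at 10 nM final; 0% = 10 nM CXCL16 with DMSO and 100% = unstimulated wells without agonist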
UBC13 inh = inhibitors of human UBC13 polyubiquitin chain formation | TR-FRET | 0.47% of 330,000 active | inhibition, % at 20 µM | P61088; in the data active = inhibition above about 45%, passing the limit was not always enough
Target sequence (P61088 whole entry, looked up): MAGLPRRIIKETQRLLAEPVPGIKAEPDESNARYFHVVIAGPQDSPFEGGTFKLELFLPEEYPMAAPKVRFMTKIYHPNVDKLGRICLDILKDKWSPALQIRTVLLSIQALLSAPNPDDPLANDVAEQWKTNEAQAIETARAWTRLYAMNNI
ATG4B inhibitor = inhibitors of human ATG4B cysteine protease | 0.51% of 340,000 active | AID 504462 | ATG4B cleavage of LC3-PLA2, NBD-HPC fluorescence, 1 h | Q9Y4P1 | inhibition, % at 8.33 µM; in the data active = inhibition above about 40%
Target sequence (Q9Y4P1 whole entry, looked up): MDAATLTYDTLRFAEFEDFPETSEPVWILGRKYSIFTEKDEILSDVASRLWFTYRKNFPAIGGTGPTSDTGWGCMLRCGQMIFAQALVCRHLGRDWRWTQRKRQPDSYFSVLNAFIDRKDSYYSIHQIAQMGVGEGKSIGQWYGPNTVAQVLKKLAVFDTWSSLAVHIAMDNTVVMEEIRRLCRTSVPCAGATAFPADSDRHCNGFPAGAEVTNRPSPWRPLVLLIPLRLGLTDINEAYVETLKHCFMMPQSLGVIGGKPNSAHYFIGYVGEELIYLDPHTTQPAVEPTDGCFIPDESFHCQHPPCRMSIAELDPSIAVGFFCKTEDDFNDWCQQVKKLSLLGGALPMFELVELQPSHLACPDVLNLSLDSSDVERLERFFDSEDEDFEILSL
APJ agonist = activates the human apelin receptor APJ; P35414; CHO-K1 APJ PathHunter beta-arrestin, luminescence; 0% DMSO wells, 100% apelin; activation, % at 20 µM; 0.11% of 330,000 active;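 active = activation more than six SD over the plate average, tested at 20 µM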;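 also: 0% = DMSO alone and 100% = apelin-13 at 10 nM; some results filed as inactive read as strong as hits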
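Assay system: CHO-K1 APJ beta-arrestin complementation cell line / Compound: single test compound dose, 20 µM final, 1% DMSO / Times: overnight seeding, 90 min compound at 25 °C, 1 h detection / Technique: beta-gal luminescence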
The depositor's hits bear a star; . = not tested or not shown.

SMILES	Gli-Sufu antag	CCR6 antag	EBI2 antag	APJ antag	CXCR6 block	UBC13 inh	ATG4B inhibitor	APJ agonist
CC(=O)Nc1ccc(NC(=O)CSc2ccc(C(F)(F)F)cc2[N+](=O)[O-])cc1	1	6	8	7	2	-13	0	-1
O=C(C1CCCO1)N1CCN(C(=S)Nc2cc(F)cc(F)c2)CC1 (stereo not drawn)	2	0	-8	-7	6	-7	1	-2
COc1cnc(-c2ccccn2)nc1Oc1ccc(C(C)(C)C)cc1	17	39	-72	17	17	5	59*	-8
CCOC(=O)C(C)Sc1nc2c(c(=O)[nH]c(=O)n2C)n1C/C=C(/C)Cl (stereo not drawn)	7	-13	-1	2	7	-2	-5	-1
Cc1cc(=O)[nH]c(SCC(=O)Nc2ccc(S(N)(=O)=O)cc2)n1	-9	-14	3	12	-7	0	-8	-5
CN1C(=O)C(C)(C)c2cc(S(=O)(=O)N3CCC(C(=O)Nc4ccc(Cl)cc4)CC3)ccc21	15	3	22	-69	-2	3	5	-1
CS(=O)(=O)N1CCCC(C(=O)Nc2ccccc2C(F)(F)F)C1 (stereo not drawn)	-2	4	-15	-1	2	-6	-7	0
CCOC(CCn1ccc(O)c(Cc2ccc(Cl)cc2)c1=O)OCC	-2	5	-9	-17	-7	0	1	1
O=C(C1CC1)N1CCN(c2ccc([N+](=O)[O-])cc2-n2cccc2)CC1	5	16	3	18	8	-5	1	-7
COc1ccc(NC(=O)c2ccccc2C(=O)N2CCCCC2)cc1	-11	6	-6	14	0	4	-2	-1
C=CCNC(=O)C1CC(c2cccc(OC)c2)=NO1 (stereo not drawn)	-2	-3	6	-1	-3	3	-10	-5
O=C(CN(C(=O)CCC(=O)Nc1nccs1)c1ccc(F)cc1)NCCc1ccccc1	14	20	0	-16	8	-4	-4	-2
Cc1cc(Cl)ccc1Oc1nccc(N(C)C)c1C#N	-3	11	3	-10	-10	8	14	3
CSc1ccccc1NC(=O)COC(=O)Cn1cc(C(F)(F)F)ccc1=O	6	7	-9	-5	0	2	-1	-1
O=C(NC1CCCCC1)C1CC(O)CN1C(=O)OCc1ccccc1 (stereo not drawn)	-37	-2	-4	3	-4	-5	-3	1
Cc1cccc(N2CCN(CCNC(=O)c3cc4c(s3)CS(=O)(=O)C4)CC2)c1C	7	7	-3	-4	-4	5	-17	-7
CC(C)c1ccccc1NC(=O)CCCC(=O)O	-8	0	-9	-21	3	-13	-4	-3
CCOc1ccc(C(=O)CCC(=O)N(CC)CC(=O)NCc2ccc(Cl)cc2)cc1	-3	-11	3	9	9	8	-3	-2
COc1cccc(C2c3[nH]c4ccccc4c3C[C@H]3C(=O)N(CCCO)CC(=O)N23)c1OC (stereo partly drawn)	-4	6	0	-10	6	5	-7	-2
O=C(NCC1CCCO1)C1CC(=O)N(C2CCCCCC2)C1 (stereo not drawn)	36	-3	0	5	2	-9	-1	-5
C=CCOc1ccc(/C=C/C(=O)OCC(=O)NC2CCCCCCC2)cc1	0	7	3	-48	0	-12	6	-2
CCOC(=O)c1oc2ccccc2c1NC(=O)c1cccc(OC)c1OC	-4	6	3	10	0	11	4	2
CN(Cc1ccccc1)C(=O)c1cccc(NC(=O)Cc2ccc(NC(=O)C3CCN(S(=O)(=O)c4cccc([N+](=O)[O-])c4)CC3)cc2)c1	-7	7	-7	.	4	.	-12	.
CCOC(=O)N1CCN(C(=O)c2ccc(N(Cc3ccc(C)cc3)S(C)(=O)=O)cc2)CC1	35	-9	-1	-5	-8	6	6	-4
O=C(NCC1CCCN1S(=O)(=O)c1cccs1)c1c(F)cccc1F (stereo not drawn)	-5	7	-2	4	4	0	1	-3

Whole records as entered above:
COc1cccc(C2c3[nH]c4ccccc4c3C[C@H]3C(=O)N(CCCO)CC(=O)N23)c1OC (stereo partly drawn) is entered as Gli-Sufu antag = -4; CCR6 antag = 6; EBI2 antag = 0; APJ antag = -10; CXCR6 block = 6; UBC13 inh = 5; ATG4B inhibitor = -7; APJ agonist = -2
Cc1cc(Cl)ccc1Oc1nccc(N(C)C)c1C#N is entered as Gli-Sufu antag = -3; CCR6 antag = 11; EBI2 antag = 3; APJ antag = -10; CXCR6 block = -10; UBC13 inh = 8; ATG4B inhibitor = 14; APJ agonist = 3
CCOC(CCn1ccc(O)c(Cc2ccc(Cl)cc2)c1=O)OCC is entered as Gli-Sufu antag = -2; CCR6 antag = 5; EBI2 antag = -9; APJ antag = -17; CXCR6 block = -7; UBC13 inh = 0; ATG4B inhibitor = 1; APJ agonist = 1

(list continues)
SMILES	Gli-Sufu antag	CCR6 antag	EBI2 antag	APJ antag	CXCR6 block	UBC13 inh	ATG4B inhibitor	APJ agonist
Cc1ccc(C(=O)NCc2ccc3c(c2)OCO3)cc1N1CCCC1=O	-2	0	-5	12	3	2	-12	-4
CC(C)Cc1nnc(NC(=O)Cc2cccs2)s1	-21	14	-6	12	-3	-10	15	-2
COc1ccc(CNS(=O)(=O)c2cc3c(cc2C)N(C)CCO3)cc1	0	14	-7	12	-5	6	-6	-4
O=C(N/N=C/c1ccc(Cl)c([N+](=O)[O-])c1)c1cnccn1	-7	6	-72	-11	-4	-7	-10	2
CC(C)NS(=O)(=O)c1ccc(N2C(=O)c3ccccc3C2=O)cc1	-13	11	-1	2	2	-1	9	-1
Cc1ccc(NC(=O)c2ccccc2NC(=O)c2cccs2)cc1	-5	21	-23	-5	-2	1	-2	0
CCOC(=O)c1c(-c2ccc(C)o2)csc1NC(=O)CN(C)CC(=O)Nc1ccc(C)cc1	10	9	40	17	15	16	-17	-4
FC(F)(F)c1cc(-c2ccco2)nc(NCCc2ccccc2)n1	4	22	5	14	6	9	6	-6
Cc1ccc(C)c(OCCn2cc(/C=C(\C#N)C(=O)NCc3ccco3)c3ccccc32)c1	-6	7	21	-19	10	5	14	-2
Cc1ccccc1OCCCC(=O)Nc1nncs1	8	14	-4	-7	6	0	0	-3
CCCCn1nc2cc(C(=O)NCc3cc(C(F)(F)F)cc(C(F)(F)F)c3)ccc2c1OCC	3	5	1	9	7	8	24	-6
O=C(NNCc1ccc(O)cc1)c1ccccc1Cl	-34	0	-7	6	-3	1	-4	-3
Cc1ccc(CCN2CC(C(=O)NCCC(C)C)CC2=O)cc1 (stereo not drawn)	-3	6	10	12	6	4	0	-5
COc1ccc(CC2(CO)CCN(CC3=Cc4cc(Cl)ccc4OC3)CC2)cc1	57*	10	-3	-8	-7	6	3	2
CC(C)n1cnnc1SCC(=O)NCC(=O)Nc1ccc(F)cc1	5	-5	9	3	1	-13	-18	-4
COC(=O)c1cc(S(=O)(=O)NCCc2ccc(SC)cc2)c[nH]1	-8	-3	0	14	-8	-4	-4	1
OCC1OC(n2cnc3c(SCc4ccccc4)nc(F)nc32)C(O)C1O (stereo not drawn)	2	-1	-10	.	-6	.	-10	.
COCCNC(=O)CCCn1c(=O)c2cc(OC)c(OC)cc2n(CC(=O)NCCC2=CCCCC2)c1=O	2	6	0	5	-3	1	-13	-1
CC1CCCCN1C(=O)/C(=C\c1ccccc1)c1ccccc1 (stereo not drawn)	1	-5	8	-4	8	-7	3	0
COc1cc(OC)cc(C(=O)NC(=S)N2CCCCCC2)c1	-6	-3	6	5	-6	6	-7	-5
Cc1nn(-c2ccccc2)c(C)c1CCC(=O)O	-19	-22	2	14	6	2	3	-3
CCc1[nH]nc2c1C1(CCN(C(=O)c3ccccc3)CC1)C(C#N)=C(N)O2	9	-4	-7	11	-10	-3	-10	2
Nc1ccccc1-c1nnc2n1CCCCC2	-39	11	-8	5	-6	4	9	-1
COc1cc(C(C)=O)ccc1OCc1cc(C(=O)N(C)CCC2CCCCO2)no1 (stereo not drawn)	-47	-10	1	-4	-4	2	1	2
COc1ccc(CNC(=O)C(OC(=O)c2ccco2)c2ccccc2)cc1 (stereo not drawn)	7	8	-6	-20	2	3	5	0

Some of these compounds in order of heavy-atom count, falling.
SMILES	Gli-Sufu antag	CCR6 antag	EBI2 antag	APJ antag	CXCR6 block	UBC13 inh	ATG4B inhibitor	APJ agonist
CCCCn1nc2cc(C(=O)NCc3cc(C(F)(F)F)cc(C(F)(F)F)c3)ccc2c1OCC	3	5	1	9	7	8	24	-6
Cc1ccc(NC(=O)c2ccccc2NC(=O)c2cccs2)cc1	-5	21	-23	-5	-2	1	-2	0
Cc1nn(-c2ccccc2)c(C)c1CCC(=O)O	-19	-22	2	14	6	2	3	-3

(further entries)
SMILES	Gli-Sufu antag	CCR6 antag	EBI2 antag	APJ antag	CXCR6 block	UBC13 inh	ATG4B inhibitor	APJ agonist
CC1(c2nnc(-c3ccccc3)o2)CC(c2ccc([N+](=O)[O-])cc2)=NO1 (stereo not drawn)	-5	2	8	-26	-6	10	38	-4
CCCCn1c(=O)c(CCC(=O)OCC(=O)NC(=O)NCCC(C)C)nc2ccccc21	-1	7	-2	14	-9	-2	-14	-3
Cc1nn(-c2ccccc2)c(N2CCCC2)c1/C=N/NC(=S)Nc1ccccc1C(F)(F)F	5	29	13	16	2	-6	0	-2
Cc1ccc(NC(=O)C2CC(=O)Nc3ncnn32)c(C)c1 (stereo not drawn)	8	4	-8	12	-4	4	-9	-2
O=C(C[n+]1ccc(C(=O)NCCCO)cc1)c1cccc(Br)c1	8	1	2	7	3	3	6	-4
C=CCn1cccc(C(=O)Nc2ccc(OC)c(OC)c2)c1=O	3	-12	14	-6	-2	-1	-2	2
COc1ccc(S(=O)(=O)N2CCN(CC(=O)Nc3ccc(C)c(F)c3)CC2)cc1	32	16	9	.	11	.	-6	.
O=C(NCc1ccco1)c1ccc(Cl)cc1[N+](=O)[O-]	0	-16	-3	.	4	.	0	.
COc1ccc(N2CCN(C(=O)C3CCCN(c4ncnc5c4nc4n5CCCCC4)C3)CC2)cc1 (stereo not drawn)	32	9	-8	0	3	-1	6	3
Cc1ccc(NC(=O)CCn2c(=O)oc3ccccc32)c(C)c1	1	-3	-10	-13	4	6	-18	-1
CC(C)NC(=O)c1ccc2c(c1)N(Cc1ccccc1)C(=O)C(C)(C)O2	19	3	8	15	3	-2	7	2
C=CC[C@@H](CC(=O)NCCO)C(=O)N[C@H](COC(=O)[C@H](CC=C)CC(=O)OC(C)(C)C)Cc1c[nH]c2ccccc12	-16	-3	-3	8	8	3	-6	1
Cc1cccc(CSCCNC(=O)Nc2ccccc2)c1	-19	14	-2	6	-18	13	11	0
O=C(CCc1nnc2ccc(NCc3ccco3)nn12)N1CCN(c2ccccc2F)CC1	-10	20	-9	-16	-3	-11	-4	-4
COc1ccc(C2C(C(=O)O)CC(=O)N2C2CCCCC2)cc1 (stereo not drawn)	0	-4	-10	8	-10	-5	0	-5
CN1CCN(c2ccc(-c3cccc(NC(=O)COc4ccccc4)c3)nn2)CC1	-45	19	-6	-5	4	0	1	5
COc1cnc(-c2ccccn2)nc1Oc1cccc(C(F)(F)F)c1	.	.	-12	9	9	-8	.	-2
CC(C)(CNC(=O)c1ccc([N+](=O)[O-])c(Cl)c1)CNC(=O)c1ccc([N+](=O)[O-])c(Cl)c1	25	5	-1	-5	-7	4	-2	4
CC(C)c1c(C(=O)N/N=C/c2ccc(Cl)cc2Cl)nnn1-c1nonc1N	0	13	25	9	3	5	-10	-3
CCS(=O)(=O)NCC(c1cccnc1)N1CCN(c2ccc(F)cc2)CC1 (stereo not drawn)	2	-17	-7	-26	-7	-4	4	-2
COc1ccccc1CNC(=O)[C@@H](NC(=O)C1CCN(C(=O)[C@@H]2CCCN2C(=O)OC(C)(C)C)CC1)C(C)C	-7	3	5	-3	-1	-5	-16	-3
CCOC(=O)c1cc(C#N)c(SC)nc1C	3	6	-2	24	10	9	7	-1
CC1=C(C)CC(C(=O)NC(C)CCc2ccccc2)C(C(=O)O)C1 (stereo not drawn)	19	5	-3	-6	-8	5	-5	-3
O=C1C=C(c2cccc3c2oc2ccccc23)CCC1	-7	0	6	3	6	2	4	2
COc1ccc(CCNC(=O)C2CCCN(c3nc4ccccc4s3)C2)cc1OC (stereo not drawn)	7	0	-6	-24	-3	-4	-5	1
CCOc1cc(C(=S)N2CCCCC2)ccc1OCC(=O)NCc1ccccc1	-5	-10	8	-5	-6	3	-6	0
CN(N=Nc1cccc([N+](=O)[O-])c1)c1ccccc1	-43	14	-5	12	4	-7	-3	-4
CC(C(=O)N1CCN(Cc2ccccc2)CC1)n1ncn2cccc2c1=O (stereo not drawn)	-2	-3	-6	19	-5	4	-10	8
